# STEP inh – blocks human striatal-enriched tyrosine phosphatase; 0.25% of 360,000 active; AID 588621; inhibition, % at 20 µM; recombinant STEP, OMFP fluorogenic substrate, fluorescence; P54829;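 active = inhibition at 20 µM, scaled per plate between control wells, above about 37%, limit read from the data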;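 note: 0% = DMSO with enzyme and substrate and 100% = substrate only without enzyme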
#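 Measure: Control-normalized % inhibition with plate pattern correction | Test system: STEP phosphatase, cell-free reaction | Medium: pH 6.0 Bis-Tris with DTT and Tween 20 | Technique: Fluorescence, 480/540 nm | Times: Reaction 20 min, ambient temperature | Doses: Single compound dose of 20 µM, 1% DMSO final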
# LMPTP inh – LMPTP (human) inhibition; recombinant LMPTP-A, OMFP fluorogenic substrate, fluorescence intensity; inhibition, % at 20 µM; 0.22% of 360,000 active;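 active = compounds that cut the enzyme signal by at least half of the control window in the single-dose screen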;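 note: plate controls were DMSO wells with enzyme plus substrate for no effect and substrate without enzyme for full effect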
# Target sequence (P24666 whole entry, looked up): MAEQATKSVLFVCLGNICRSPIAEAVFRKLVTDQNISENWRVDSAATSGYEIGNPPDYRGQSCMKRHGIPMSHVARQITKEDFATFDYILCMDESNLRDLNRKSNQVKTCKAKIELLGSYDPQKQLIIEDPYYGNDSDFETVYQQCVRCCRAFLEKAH
#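 material = LMPTP-A | quantity = 0.625 nM enzyme | reagent = OMFP substrate, 400 µM final | buffer or medium = Bis-Tris pH 6.0, DTT, detergent | detection = endpoint fluorescence intensity from OMFP dephosphorylation | dosing = single 20 µM dose | read-out basis = % inhibition relative to no-enzyme and uninhibited control wells | control set = no-enzyme and uninhibited controls | timing = 50 min at room temperature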
# Rpn11 inh – inhibitors of human proteasome Rpn11. O00487. human 26S proteasome, Ub4-pepOG fluorescence polarization; 20S core pre-blocked with epoxomicin. calls only at 20 µM. 0.59% of 360,000 active. AID 588493;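 active = inhibition at 20 µM, scaled to each plate's controls, above about 33%, limit read from the data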
# Target sequence (O00487 whole entry, looked up): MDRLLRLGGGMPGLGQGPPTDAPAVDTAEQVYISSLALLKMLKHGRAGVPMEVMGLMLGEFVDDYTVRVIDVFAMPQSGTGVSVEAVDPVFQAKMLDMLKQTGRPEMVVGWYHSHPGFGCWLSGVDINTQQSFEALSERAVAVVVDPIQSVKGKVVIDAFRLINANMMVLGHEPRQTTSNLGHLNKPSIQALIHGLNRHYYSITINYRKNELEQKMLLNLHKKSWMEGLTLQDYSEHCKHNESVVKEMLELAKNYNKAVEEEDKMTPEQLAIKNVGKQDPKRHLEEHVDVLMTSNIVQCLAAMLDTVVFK
# CSN deneddyl inh – inhibitors of human CSN-mediated cullin deneddylation; inhibition, % at 12.5 µM; AID 651999; Q92905; Purified CSN, SCF-Nedd8-OG deneddylation, fluorescence polarization; 0.38% of 360,000 active;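 active = pattern-corrected inhibition above about 35%, with an unprinted fluorescence ratio check between 0.5 and 1.5, limit read from the data, passing the limit was not always enough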;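 note: 0% = enzyme with substrate and 100% = substrate without enzyme; some results filed as inactive read as strong as hits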
#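 Assay system: Purified human Csn5 enzyme expressed in HEK293T cells | Amount: Enzyme 0.24 nM | Measured by: Fluorescence polarization readout | Medium: Tris/NaCl/DTT buffer, pH 7.5 | Compound dosing: One concentration, 12.5 µM, 0.25% DMSO | Times: 90 min incubation of compound, enzyme and substrate at room temperature | Control set: no-enzyme wells high, enzyme-with-substrate wells low | Read-out: % inhibition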
# NadD block – inhibitors of Staphylococcus aureus NadD; purified NadD enzyme, colorimetric absorbance read-out; inhibition, % at 20 µM; 0.78% of 360,000 active; AID 602399; in the data active = inhibition above about 26%; note: some compounds past the cut are filed as inactive
# Rin1 Abl inh – blocks binding of human Rin1 to Abl. P00519+Q13671. TR-FRET Rin1/Abl binding, biochemical. inhibition, % at 7.35 µM. 0.4% of 360,000 active. AID 588664; in the data active = inhibition above about 5%, passing the limit was not always enough
# DNMT1 block – inhibitors of human DNMT1; P26358; DNMT1 molecular beacon, Hinp1I cleavage, fluorescence; inhibition (reported as % activation of signal), % at 10 µM; 0.83% of 360,000 active; AID 588458; in the data active = inhibition above about 50%
# SUMO1 PPI mod – SUMO1-SIM interaction modulation; P63165; SUMO1 binding to a labelled peptide, TR-FRET, 1 h; inhibition, % at 20 µM; 0.33% of 360,000 active; in the data active = inhibition above about 37%
# Target sequence (P63165 whole entry, looked up): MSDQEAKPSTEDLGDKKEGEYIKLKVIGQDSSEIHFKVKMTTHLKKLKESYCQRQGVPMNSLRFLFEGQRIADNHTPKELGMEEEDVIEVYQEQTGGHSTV
# Neddyl block – cullin neddylation inhibition | P61081+Q13564 | TR-FRET cullin neddylation, biochemical | calls only at 25 µM | 0.58% of 360,000 active; in the data active = inhibition above about 36%
# Scp1 inh – Scp-1 (human) phosphatase inhibition; Q9GZU7; Recombinant Scp1, phosphopeptide, malachite green phosphate absorbance; inhibition, % at 20 µM; 0.88% of 340,000 active; AID 493091;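 active = inhibition above about 50% at 20 µM, limit read from the data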;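 note: plate controls were DMSO wells with enzyme for no effect and wells lacking enzyme for full effect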
# Target sequence (Q9GZU7 76-261 limits assumed): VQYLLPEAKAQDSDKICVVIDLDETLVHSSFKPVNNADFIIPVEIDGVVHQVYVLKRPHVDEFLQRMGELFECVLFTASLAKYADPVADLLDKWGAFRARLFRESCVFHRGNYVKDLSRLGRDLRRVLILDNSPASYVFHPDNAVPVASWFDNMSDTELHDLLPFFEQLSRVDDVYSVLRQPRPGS
#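 Test system: SCP-1 phosphatase catalytic domain, residues 76-261; measured by: colorimetric phosphate reagent with accelerator and stabiliser, absorbance at 630 nm; timing: enzyme reaction 45 min at room temperature, colour 5 min, stabilisation 30 min; also added: Phosphorylated 17-residue peptide substrate; compound dosing: one concentration, 20 µM, with 1.0% DMSO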
# Starred values were filed as active, the others as inactive; i = inactive; nt = no result given; + = active, no number.
# Order of results – STEP inh	LMPTP inh	Rpn11 inh	CSN deneddyl inh	NadD block	Rin1 Abl inh	DNMT1 block	SUMO1 PPI mod	Neddyl block	Scp1 inh
Clc1ccccc1Cc1noc(CN2CCCCC2c2ccccn2)n1 (centres undefined)
→ 2	-0.5	i	-6	2	4	0	-4	i	-2
COc1cccc(N2CCN(c3ccc4nnc(CCC(=O)Nc5ccc(OC)c(OC)c5)n4n3)CC2)c1
→ -1	-0.5	i	4	4	-3	-2	3	i	-6
CC(=O)c1sc(N)c(C(=O)OC(C)C)c1C
→ 2	0.6	i	-7	-7	-4	-1	-10	i	-7
CC(C)OCCCNC(=O)Cc1ccc(Br)cc1
→ -3	1.0	i	-1	1	1	2	0	i	-9
CCOC(=O)c1c(S(=O)(=O)NCCc2ccco2)c(C)n(C)c1C
→ -1	0.7	i	0	-1	3	2	5	i	-6
COc1ccc(CCNC(=O)CSc2nc3ccccc3c3nc(CCN4CCCCC4)nn23)cc1OC
→ -1	-0.8	i	0	-8	4	-9	-1	i	-4
CCCN1C2CCCC1CC(NC(=O)c1ccc(Br)cc1)C2 (centres undefined)
→ 1	-1.5	i	2	-6	1	2	1	i	-6
Cc1ccc(S(=O)(=O)N2CCC(C(=O)NNC(=O)c3cccnc3)CC2)cc1
→ -4	-1.1	i	-5	-2	-4	6	6	i	4
Cc1ccc(S(=O)(=O)N2CCN(CC(=O)N/N=C\c3ccc(Cl)c([N+](=O)[O-])c3)CC2)cc1
→ -2	1.0	i	0	-2	2	-5	-13	i	-7
Cc1nc2ccc(S(=O)(=O)NCC(=O)N3CCN(c4ccccn4)CC3)cc2s1
→ -2	-2.7	i	4	0	1	1	-1	i	17

# In the list so far, two contain bromine:
# Order of results – STEP inh	LMPTP inh	Rpn11 inh	CSN deneddyl inh	NadD block	Rin1 Abl inh	DNMT1 block	SUMO1 PPI mod	Neddyl block	Scp1 inh
CC(C)OCCCNC(=O)Cc1ccc(Br)cc1
→ -3	1.0	i	-1	1	1	2	0	i	-9
CCCN1C2CCCC1CC(NC(=O)c1ccc(Br)cc1)C2 (centres undefined)
→ 1	-1.5	i	2	-6	1	2	1	i	-6

# Later entries:
# Order of results – STEP inh	LMPTP inh	Rpn11 inh	CSN deneddyl inh	NadD block	Rin1 Abl inh	DNMT1 block	SUMO1 PPI mod	Neddyl block	Scp1 inh
CCc1ccc(C(=O)Nc2cc(C)ccc2F)s1
→ 4	-0.2	i	-4	-3	4	3	4	i	-6
Cc1oc(-c2cccc(Cl)c2)nc1CN1CCCC(C(=O)NCc2ccco2)C1 (centres undefined)
→ 0	0.3	i	9	-1	-2	-4	1	i	-4
CCOc1ccc(CNc2nnnn2C)cc1
→ 0	-1.1	i	-5	-34	-2	-1	-2	i	-1
C[C@H]1CN([C@@H](C)CO)S(=O)(=O)c2ccc(C#Cc3ccccn3)cc2O[C@@H]1CN(C)C(=O)C1CC1
→ -2	-1.1	i	2	4	-1	3	0	i	nt
O=C(CSc1nc(=O)n2cc(Cl)ccc2n1)NCCc1ccccc1
→ -1	1.2	i	1	0	-3	2	-10	i	2
COc1cc(OC)c(OC)cc1/C=C1\CC(C)C/C(=C\c2cc(OC)c(OC)cc2OC)C1=O (centres undefined)
→ 0	5.2	nt	31	-10	1	-8	4	i	-13
O=C(CS(=O)(=O)Cc1ccccc1)Nc1ccc(Cl)cn1
→ -2	0.5	i	2	3	-3	-2	0	i	-1
Clc1cc(/C=N\NC2=NCCN2)cc(Cl)n1
→ 0	-1.6	i	4	4	-4	1	-14	i	0
Cc1cccc(C2CC(c3ccccc3)Nc3nc(N)nn32)c1 (centres undefined)
→ 0	-1.3	i	-3	5	3	-3	5	i	3
COc1ccc(-c2cc(C(F)(F)F)nc(SCC(=O)Nc3sc4c(c3C#N)CCC4)n2)cc1
→ 1	2.1	i	0	23	-4	-6	-1	i	-3

# Only LMPTP inh, Scp1 inh and SUMO1 PPI mod, for some of the entries so far:
compound,LMPTP inh,Scp1 inh,SUMO1 PPI mod
Cc1ccc(S(=O)(=O)N2CCC(C(=O)NNC(=O)c3cccnc3)CC2)cc1,-1.1,4,6
COc1cccc(N2CCN(c3ccc4nnc(CCC(=O)Nc5ccc(OC)c(OC)c5)n4n3)CC2)c1,-0.5,-6,3

# The listing continues:
# Order of results – STEP inh	LMPTP inh	Rpn11 inh	CSN deneddyl inh	NadD block	Rin1 Abl inh	DNMT1 block	SUMO1 PPI mod	Neddyl block	Scp1 inh
CCC1(c2ccc(F)cc2)NC(=O)N(CC(=O)NC2CC2)C1=O (centres undefined)
→ 1	-9.4	i	4	3	7	-2	-11	i	-6
O=C(NNC(=O)c1ccc(NC(=O)c2ccccc2)cc1)Nc1ccccc1
→ 6	14	i	8	-6	0	14	-1	i	51*
O=C(COc1ccccc1Cl)Nc1ccc2c(c1)OCCO2
→ -1	-0.7	i	-2	-3	-2	-2	-1	i	-6
Cn1cc(Cl)c(C(=O)Nc2nc3ccccc3s2)n1
→ 1	-1.0	i	-1	-6	0	-3	-3	i	-8
O=C(NCC(=O)N(c1ccccc1)C(C(=O)NC1CCCC1)c1cccnc1)c1cccs1 (centres undefined)
→ 0	-1.5	i	1	0	0	2	2	i	7
C=CCN(C(=O)CNS(=O)(=O)c1ccccc1)C(C(=O)NCCOC)c1ccncc1 (centres undefined)
→ 2	-1.1	i	1	4	-5	1	-1	i	-2
COc1cc(C(C(=O)NC(C)(C)C)N(C(=O)CNC(=O)c2cccs2)c2ccc(C(C)C)cc2)cc(OC)c1OC (centres undefined)
→ 2	0.7	i	3	1	0	-1	0	i	2
Cc1ccccc1CCN(C(=O)Cn1nnc2ccccc21)C(C(=O)NCC1CCCO1)c1nc2ccccc2n1C (centres undefined)
→ 3	0.2	i	5	7	-3	48	-2	i	-7
COc1ccc2ccc3c(c2c1)N=CC1(O3)N(C)c2ccccc2C1(C)C (centres undefined)
→ 3	3.4	i	5	15	6	-13	-9	+	15
Cc1sc2nc(CN(C(=O)NCc3ccccc3)C3CCCC3)[nH]c(=O)c2c1C
→ 0	0.0	i	7	-1	-1	-2	-1	i	-5
O=c1ccn(CCc2c[nH]c3ccccc23)c2c1CCCC2
→ 0	-0.1	i	-5	-4	-2	-1	1	i	-4
Nc1nonc1-n1nnc(C(=O)N/N=C/c2ccncc2)c1CSc1ccccc1
→ 0	-1.6	i	7	0	1	-1	-16	i	1
Cc1ccc(S(=O)(=O)CCC(=O)Nc2nnc(CC(C)C)s2)cc1
→ 0	1.5	i	-4	0	5	0	2	i	1
Cc1sc(NC(=O)CSc2nnnn2C(C)C)c(C#N)c1C
→ -1	-0.9	i	2	-8	-1	-2	6	i	-4
Cc1ccc(NC(=O)C2(C)CCN2C(=O)Cc2cc(F)ccc2F)cc1 (centres undefined)
→ -8	2.0	i	4	-3	-1	48	6	i	nt
COc1ccc(-c2nc(C#N)c(NCCc3ccccc3)o2)cc1OC
→ 6	1.2	i	5	-13	-1	-8	3	nt	-11
COc1ccc(S(=O)(=O)CC(O)CN2CCCC2=O)cc1 (centres undefined)
→ -3	-2.0	i	-4	1	-4	2	1	i	-4
CCOC(=O)c1c(O)cc(C)cc1Nc1ccccc1
→ -1	2.2	i	1	0	-3	7	-1	i	-13
COc1ccc2[nH]c(=O)c(CN(C(=O)c3cccnc3)c3cc(C)ccc3C)cc2c1
→ 0	-1.3	i	0	-1	-3	1	2	i	3
O=C(NCCCCc1ccccc1)C1CCCC1
→ -3	-0.3	i	-2	-2	0	2	1	i	-7
CC(C)c1ccc(NC2CCCN(C(=O)c3ccccc3-c3ncc[nH]3)C2)cc1 (centres undefined)
→ 1	0.2	i	1	-1	1	3	1	i	-6
CCCNC(=O)C1CC(c2ccccc2C(F)(F)F)=NO1 (centres undefined)
→ -2	-1.6	i	-3	-5	3	5	0	i	4
COc1ccc(CCC(=O)NCCS(=O)(=O)N2CCN(c3ccccc3OC)CC2)cc1
→ 4	0.8	i	-8	-1	3	-1	0	i	-8
COc1cc(S(=O)(=O)N(Cc2ccco2)C2CCCC2)ccc1-n1cnnn1
→ 0	-0.3	i	1	-2	2	1	-4	i	-6
COc1cc(-c2n[nH]c(=S)n2C(C)c2ccccc2)cc(OC)c1OC (centres undefined)
→ 1	-1.6	i	3	2	-2	0	2	i	-5
NC(=O)CC[C@H](NC(=O)c1ccc(F)cc1)C(=O)OCC(=O)Nc1ccc(N2CCOCC2)cc1
→ -2	-1.2	i	-5	-2	-1	-3	-2	i	-9
Cc1ccc(S(=O)(=O)N2CCC(C(=O)OCCOc3cccc(C)c3)CC2)cc1
→ 5	3.9	i	2	-1	-1	-1	9	i	-14
Cc1c(CNC2CCCC(C)C2C)c(C(=O)O)c(C)n1Cc1ccccc1 (centres undefined)
→ 1	3.9	i	-10	5	3	1	-2	i	-2
CN1CCN(CC(=O)N/N=C/c2ccc(F)c(F)c2)CC1
→ 2	-0.7	i	2	1	-1	0	0	i	0
COc1ccc(S(=O)(=O)N2CCOC2CNC(=O)C(=O)NCc2ccc3c(c2)OCO3)cc1 (centres undefined)
→ -1	18	i	5	-3	-1	1	8	i	-7
COC(=O)c1c(SCC(=O)Nc2ccc(C)c(C)c2)nc(=O)[nH]c1C
→ 0	-1.9	i	0	-6	0	-1	0	i	6
COc1ccc(-c2nc3ccc(Br)cn3c2Cc2cccc(F)c2)cc1OC
→ 0	2.2	i	1	12	-20	-11	-1	i	nt
COc1ccc(CCNC(=O)COC(=O)C2CCCCC2)cc1
→ 2	0.2	i	3	1	-4	39	3	i	-1
O=C(O)c1ccc2c(=O)n3c(nc2c1)/C(=C/c1ccc(Cl)c(Cl)c1)CC3
→ 7	0.1	i	16	6	1	7	-1	nt	55*
Cc1ccc(NC(=O)CN2CCc3cc4c(cc3C2)OCCCO4)cc1C
→ -2	1.4	i	-6	-4	1	-2	-1	i	-5
CC(=O)Nc1ccc(NC(=O)c2ccc(CSc3ccccc3)o2)cc1
→ -2	-0.1	i	-3	-11	3	-2	15	i	-4
C=CCN1C(=O)c2ccc(C(=O)OCC(=O)Nc3ccccc3OC)cc2C1=O
→ 0	-0.8	i	-3	-4	0	2	-16	i	-8
CCOc1cc(/C=N/Nc2ccccc2Cl)ccc1OCC(=O)O
→ 14	1.3	i	8	5	2	58*	24	i	54*
COc1ncccc1-c1nnn(-c2ccccc2)n1
→ -2	-0.4	i	-3	-5	5	4	5	i	-3
CCOC(=O)CSc1nc2sc3c(c2c(=O)[nH]1)CC(C)(CC)OC3 (centres undefined)
→ -1	-0.1	i	5	5	3	2	2	i	-5
Clc1cccc(/C=N/Nc2nc(Cl)nc3ccccc23)c1
→ 11	0.1	i	-4	23	-2	5	-11	i	-9
CN(C)CC(C)(C)CNCc1cc(=O)oc2ccc3ccccc3c12
→ 2	0.0	i	-1	-1	0	5	-1	i	-1
O=C(Nc1ccccc1)Nc1ccccc1C(=O)NCc1ccco1
→ 4	-0.4	i	-2	3	1	0	-1	i	-1
CC(C)=CC(=O)Nc1ccc(Br)cc1
→ -3	-0.4	i	1	-2	-4	-1	-1	i	0

# Compound activity (PubChem)
